# Source: PubChem BioAssay (The Scripps Research Institute Molecular Screening Center)
# GPR151 ag – activates the human receptor GPR151; activation, % at 11.2 µM; 650,000 tested, 1% active; PathHunter beta-arrestin GPR151 cells, luminescence; Q8TDV0; in the data active = activation above about 4.9%;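 note: 0% = median of compound wells and 100% = cells with positive control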
# Target sequence (Q8TDV0 whole entry, looked up): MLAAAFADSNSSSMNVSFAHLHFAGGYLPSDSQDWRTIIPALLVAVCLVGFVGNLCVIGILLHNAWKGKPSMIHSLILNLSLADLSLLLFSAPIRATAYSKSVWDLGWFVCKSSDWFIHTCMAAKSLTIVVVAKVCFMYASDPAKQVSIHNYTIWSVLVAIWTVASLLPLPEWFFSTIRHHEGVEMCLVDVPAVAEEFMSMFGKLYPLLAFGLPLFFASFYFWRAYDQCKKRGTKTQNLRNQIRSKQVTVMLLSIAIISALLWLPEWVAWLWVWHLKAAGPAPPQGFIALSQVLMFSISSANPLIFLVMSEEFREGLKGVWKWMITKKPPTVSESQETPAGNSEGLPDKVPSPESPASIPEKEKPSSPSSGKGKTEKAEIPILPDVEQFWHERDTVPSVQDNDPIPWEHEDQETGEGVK
# TEAD-YAP inh – TEAD-YAP interaction inhibition | HEK-TIYL cells, TEAD-Gal4/YAP UAS-luciferase luminescence | inhibition, % at 9.12 µM | 640,000 tested, 1.4% active; in the data active = inhibition above about 32%;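 note: 0% = median of test compound wells and 100% = reference inhibitor wells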
# MITF primary – human MITF inhibition, primary screen | 650,000 tested, 0.91% active | O75030 | inhibition, % at 2.6 µM | AID 1259374 | AlphaScreen MITF homodimerization, bead proximity signal; in the data active = inhibition above about 50%;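 note: 0% = vehicle wells with protein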
# FBW7 activator – activators of human E3 ligase FBW7; AlphaScreen FBW7–phospho-cyclin E peptide binding, activator screen; normalized activity (activation), % at 26.1 µM; 650,000 tested, 0.13% active; in the data active = normalized activity above about 1.9%;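 note: purified mutant Fbw7 with reduced substrate affinity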
# Target sequence (Q969H0 whole entry, looked up): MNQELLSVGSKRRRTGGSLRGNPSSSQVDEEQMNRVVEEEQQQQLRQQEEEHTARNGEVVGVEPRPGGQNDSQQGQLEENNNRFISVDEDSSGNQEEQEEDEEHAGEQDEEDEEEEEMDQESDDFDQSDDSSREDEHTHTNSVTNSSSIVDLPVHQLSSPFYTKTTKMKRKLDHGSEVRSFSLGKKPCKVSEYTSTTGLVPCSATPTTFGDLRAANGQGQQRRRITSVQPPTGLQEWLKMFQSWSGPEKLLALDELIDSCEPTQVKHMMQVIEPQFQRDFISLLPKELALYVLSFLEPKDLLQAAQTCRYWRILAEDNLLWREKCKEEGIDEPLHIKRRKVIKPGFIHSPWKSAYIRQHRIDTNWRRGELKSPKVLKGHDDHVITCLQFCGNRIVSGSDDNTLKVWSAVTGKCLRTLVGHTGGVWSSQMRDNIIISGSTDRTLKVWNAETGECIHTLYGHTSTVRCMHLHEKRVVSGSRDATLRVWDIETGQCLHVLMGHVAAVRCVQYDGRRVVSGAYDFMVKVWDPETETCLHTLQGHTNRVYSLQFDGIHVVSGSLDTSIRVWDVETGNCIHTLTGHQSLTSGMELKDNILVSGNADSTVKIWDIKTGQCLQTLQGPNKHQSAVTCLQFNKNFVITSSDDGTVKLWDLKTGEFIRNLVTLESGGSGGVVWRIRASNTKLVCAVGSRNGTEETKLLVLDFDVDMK
# An asterisk follows results filed as active.
nr	SMILES	GPR151 ag	TEAD-YAP inh	MITF primary	FBW7 activator
1	CC(C)CC(=O)Nc1cc(Cl)ccc1Cl	-1.3	-3.6	12.7	-0.1
2	COc1nc(N(C)S(=O)(=O)c2ccccc2)nc(C)c1Br	1.4	2.3	6.0	0.2
3	COc1ccc(S(=O)(=O)NCc2ccco2)cc1I	-1.5	-1.5	-4.2	0.4
4	CCOC(=O)C1CCCN(c2c(OCC)c(=O)c2=O)C1 (centres undefined)	-0.4	3.0	-5.3	0.1
5	O=C(Nc1ccc([N+](=O)[O-])cc1)c1cnccn1	-1.2	3.9	-1.7	-0.1
6	O=C(Nc1cccc(C(F)(F)F)c1)c1cccnc1N1CCCCC1	0.4	7.7	2.9	0.1
7	CCOc1ccc2ccccc2c1C1NC(=O)NC(C)=C1[N+](=O)[O-] (centres undefined)	0.5	0.2	1.7	0.8
8	O=C1NC(c2ccc(Cl)cc2)C(C(=O)c2ccccc2)C(O)(C(F)(F)F)N1 (centres undefined)	0.1	0.7	2.0	0.0
9	O=C(Nc1cccc(Cl)c1Cl)c1cnn2cccnc12	1.0	-23.9	5.2	0.1
10	O=C(O)c1ccc(NCc2ccco2)cc1	-1.4	4.1	3.6	-0.1
11	CCOc1ccc2nc(NCCCNS(=O)(=O)c3ccc(C)cc3)c(C#N)cc2c1	-1.2	14.8	5.6	1.4
12	Cc1cc2nc(Cc3ccc(Cl)c([N+](=O)[O-])c3)c(=O)[nH]c2cc1C	-0.2	0.8	12.1	0.1
13	COc1ccc(NC(=O)C(NC(=O)C2CCCN2C(=O)OCc2ccccc2)c2ccc(OC)cc2)cc1 (centres undefined)	2.4	15.8	9.8	0.9
14	O=C(NCc1cccc(C(F)(F)F)c1)c1csc(Nc2cnccn2)n1	0.1	-0.6	2.7	0.0
15	O=C(c1ccc(Cl)cc1)n1c(=O)oc2cc([N+](=O)[O-])ccc21	-1.4	-8.8	-2.9	0.1
16	Cc1cc(C)nc(SCC(=O)Nc2cccc(C(=O)O)c2)n1	-1.4	-13.9	0.3	0.1
17	CC(C)CC(NC(=O)C(NC(=O)OC(C)(C)C)C(C)C)C(=O)N1CCCC1C(N)=O (centres undefined)	-0.5	4.1	-14.4	1.1
18	COC(=O)Cc1ccc(NC(=S)NCC(C)C)cc1	-0.5	0.6	9.9	0.1
19	CCCCC(c1nnnn1CC1CCCO1)N1CCN(Cc2ccccc2)CC1 (centres undefined)	0.6	-4.9	10.9	0.0
20	CCOc1ccc(Cn2c(=O)[nH]c3c2c(=O)n(C)c(=O)n3C)cc1OCC	-0.2	0.0	4.3	0.3
21	Cc1ccc(C(=O)NCc2ccc([N+](=O)[O-])cc2)cc1	0.8	2.8	0.6	-0.2
22	O=C(/C=C/c1ccco1)Nc1cccc2cccnc12	0.8	-38.9	-5.0	-0.1
23	Cn1ccc(CC(=O)NCCN2Cc3ccccc3OC(c3ccsc3)C2)c1 (centres undefined)	2.0	10.4	9.5	-0.1
24	C=C(C)n1c(=O)[nH]c2c([N+](=O)[O-])cccc21	-0.3	-15.4	9.7	0.2
25	CCOc1ccc(S(=O)(=O)Nc2ccc3c(c2)c(C(C)=O)c(C)n3S(=O)(=O)c2ccc(OCC)cc2)cc1	0.6	11.2	20.5	1.3
26	COc1ccc2oc(=O)c(C(=O)N3CC(C)CC(C)C3)cc2c1 (centres undefined)	0.2	3.1	11.6	0.2
27	CCCCC1CN(CCC(=O)N2CCC(N3CCOCC3)CC2)Cc2ccccc2O1 (centres undefined)	2.9	-5.9	8.5	0.1
28	C=CCNc1oc(-c2ccco2)nc1S(=O)(=O)c1ccc(F)cc1	2.3	8.0	4.0	0.0
29	O=C(NCc1ccccc1Cl)C1CC1	-1.1	-14.9	-1.9	0.6
30	Cc1cc(/C=C2\C(=O)NC(=O)N(c3cccc(Cl)c3Cl)C2=O)c(C)n1C	2.6	1.1	16.1	-0.1

# Additional entries
nr	SMILES	GPR151 ag	TEAD-YAP inh	MITF primary	FBW7 activator
31	CC(=O)NCCNC(=O)c1cnn(-c2nccc(-c3ccccc3C(F)(F)F)n2)c1C	1.5	7.8	2.7	0.0
32	COc1ccc(-c2csc3nc(C)n(-n4cccc4)c(=O)c23)cc1OC	2.3	-11.1	10.0	0.0
33	CC1(C)CC(=O)C(C=NCc2ccc(Cl)cc2Cl)=C(O)C1	0.1	-3.2	13.9	0.1
34	O=C(Cn1ccc2ccccc2c1=O)NCCC(=O)N1CCOCC1	1.0	-5.1	8.7	-0.1
35	N#C/C(=C\c1ccccc1OCCOc1ccc([N+](=O)[O-])cc1)C(N)=O	-0.4	3.9	12.8	0.5
36	CCc1ccc(-n2c(=S)sc3c(=O)n(-c4ccc(F)cc4)c(SCC(=O)NC4CCCC4)nc32)cc1	0.3	7.2	8.8	0.0
37	CCOc1ccc(NC(=O)COc2cccc3c2CCN(Cc2ccccc2)C3=O)cc1	-0.2	-4.8	3.8	0.1
38	COC(=O)C1=CNC=C(C(=O)OC)C1c1ccc(O)c(OC)c1	-0.4	-10.1	2.1	0.0
39	COc1ccccc1NC(=O)CC(C)(C)C	0.2	10.1	-5.4	0.0
40	O=C(CN1C(=O)C2C3C=CC(C3)C2C1=O)N1CCN(c2ccc(F)cc2)CC1 (centres undefined)	0.3	-5.3	6.3	-0.1
41	NS(=O)(=O)c1ccccc1NC(=O)c1c(O)c2cccc3c2n(c1=O)CC3	5.2*	-9.4	-4.7	-0.1
42	CC(=O)Nc1ccc(N2C(=O)/C(=C3/C(=O)N(C)c4ccccc43)SC2=S)cc1	-1.1	4.4	9.3	0.2
43	CN(CC(=O)Nc1cccc([N+](=O)[O-])c1)S(=O)(=O)c1ccc(Cl)cc1	2.6	4.9	2.1	-0.1
44	CCOCCCN1C(=O)CN(C2CCCCCC2)C(=O)C1c1ccc(OC)cc1 (centres undefined)	-0.9	-7.7	0.8	0.1
45	CCN(CC(=O)Nc1ccc2c(c1)OCO2)CC(=O)Nc1ccccc1C(F)(F)F	0.5	1.1	-15.0	0.0
46	COc1ccccc1N1CCN(c2ncc(C(=O)NCc3ccco3)c3ccccc23)CC1	0.7	4.9	10.5	-0.1
47	COc1nc(Nc2ccc(NC(C)=O)cc2)nc(-c2ccc(C(N)=O)cc2)n1	0.4	11.5	13.8	0.4
48	O=C(CCOc1ccccc1)Nc1cnn(CC(=O)N2CCSCC2)c1	-1.4	0.6	14.1	0.0
49	COc1ccccc1NC(=O)Cn1cnc2sc(C(=O)N(C)C3CCCCC3)c(C)c2c1=O	1.3	2.1	5.8	-0.2
50	FC(F)(F)c1ccc(-c2nnc3cccc(Cl)n23)cc1	0.2	7.0	4.9	0.0
51	NC(=O)C(=O)NCc1ccc(Cl)cc1	5.9*	-0.8	1.8	0.8
52	C=CCn1c(SCc2ccc(C(=O)OC)cc2)nc2sc(C)c(C)c2c1=O	2.0	1.1	-3.3	-0.1
53	Cc1cnc(NC(=O)CSC(=S)N2CCOCC2)s1	1.0	-1.8	3.8	0.0
54	CN(CC1COCCO1)c1nc2nonc2nc1NCc1ccccc1 (centres undefined)	-0.4	-5.7	-6.4	-0.1
55	Cc1nc2c(c(=O)[nH]1)C(c1cccc(F)c1)C(C#N)=C(N)O2 (centres undefined)	-0.7	5.2	6.7	0.2
56	CCCCNC(=O)Nc1nnc(-c2ccccc2)o1	-0.6	-21.5	-1.1	-0.1
57	CCOc1cccc(=O)c2c(C)n(-c3ccc(OC)cc3)c(C)c12	1.5	-10.5	3.5	0.0
58	CCOC(=O)c1c(NC(=O)CCCOc2ccc(Cl)cc2Cl)sc(C(=O)Nc2ccccc2C)c1C	-1.2	14.2	4.4	0.3
59	Cc1ccc(-n2nc(C)c(C=C3C(=O)NC(=O)NC3=O)c2C)cc1C	-1.5	-7.7	0.5	-0.6
60	Cc1cnc(Cl)nc1NCCc1ccc(O)cc1	1.3	0.3	-2.3	0.2

# Other entries:
cpd	structure	GPR151 ag	TEAD-YAP inh	MITF primary	FBW7 activator
61	CCOC(=O)c1ccc(NC(=S)N(CCCN2CCCC(C)C2)Cc2cccs2)cc1 (centres undefined)	-1.1	-2.7	-5.0	0.0
62	COc1ccc(C(=O)NC(C)C2CC2)cc1OC1CCN(C(C)=O)CC1 (centres undefined)	0.5	5.1	-10.6	-0.1
63	CCCC(=O)Nc1ccc(C(=O)NN)cc1	0.9	-8.2	10.7	0.4
64	O=C(O)CCC(=O)NCCCCc1ccccc1	-0.1	5.6	9.4	0.1
65	CCOC(=O)c1cccc(Nc2nc3nonc3nc2Nc2cccc(C(=O)OCC)c2)c1	-0.7	1.0	11.3	-0.2
66	Cc1nc(-c2ccc([N+](=O)[O-])cc2)nc2ccccc12	-1.0	-50.3	3.6	0.1
67	COc1ccc(-c2cc(C(F)(F)F)n3ncc(C(=O)Nc4cccc(CCC#N)c4)c3n2)cc1OC	-1.4	-6.8	9.1	0.5
68	CCOCCCNC(=O)c1cn(C)c2ccc(S(=O)(=O)N(CC)CC)cc2c1=O	0.2	-6.1	6.3	0.0
69	COC(=O)c1ccc(Cl)cc1NC(=O)C1COc2ccccc2O1 (centres undefined)	-0.4	10.2	-1.4	0.0
70	COc1ccccc1C(O)Cc1nc2ccccc2n1C (centres undefined)	0.0	-53.1	-0.7	0.0

# (cont.)
cpd	structure	GPR151 ag	TEAD-YAP inh	MITF primary	FBW7 activator
71	O=C(CSc1ccccc1)Nc1nc(-c2cccnc2)cs1	2.2	-6.5	-6.2	-0.1
72	COc1cccc(NS(=O)(=O)c2cc(C(=O)N3CCN(c4ccc(F)cc4)CC3)ccc2NCCc2ccc(OC)c(OC)c2)c1	0.5	6.5	18.9	0.2
73	CCOc1ccc(NC(=O)C2CCCN(S(=O)(=O)c3cnc[nH]3)C2)cc1 (centres undefined)	0.8	9.6	6.2	-0.2
74	CCOC(=O)c1c(N)sc2c(N)cccc12	0.0	1.8	-1.9	-0.1
75	CCOC(=O)N1CCC(NC(=O)CCc2nc(-c3ccc(C)cc3)no2)CC1	0.0	3.5	1.7	-0.3
76	CCCCOc1ccc(S(=O)(=O)NCCc2ccccc2)cc1	2.2	-1.7	7.2	0.1
77	COc1cccc(C(=O)NC(c2ccc(C)cc2)c2cc(Cl)c3cccnc3c2O)c1 (centres undefined)	-0.4	-1.2	3.6	-0.1
78	CCN(CCO)C(=O)CCCN1C(=O)/C(=C\c2ccccc2Cl)SC1=S	0.3	25.4	-7.3	-0.1
79	COc1cccc(NC(=O)CCC2CCN(C(=O)c3cc(-c4ccccc4)no3)CC2)c1	-1.0	-26.0	0.5	-0.1
80	O=C(Nc1nnc(-c2ccco2)s1)c1ncoc1-c1cccs1	-0.1	-9.1	7.9	-0.1

# Next structures follow:
cpd	structure	GPR151 ag	TEAD-YAP inh	MITF primary	FBW7 activator
81	CCOc1ccc(C2C(C(=O)OC)=CN(CC3CCCO3)C=C2C(=O)OC)cc1 (centres undefined)	-1.4	-9.0	-9.1	0.1
82	Cc1ccc(/C=C2\C(=N)N3N=C(N4CCOCC4)SC3=NC2=O)cc1	-0.2	-7.2	0.0	0.0
83	CCC(C)Nc1ncnc2c1oc1ccccc12 (centres undefined)	1.4	7.5	5.4	0.0
84	NC(=O)c1ccc(-n2nnnc2SCC(=O)Nc2ccccc2-c2ccccc2)cc1	0.2	12.6	-4.7	-0.1
85	CC(=O)Nc1ccc(C(=O)N/N=C(\C)CC(=O)Nc2ccc(C)cc2)cc1	-0.8	-6.7	0.7	0.2
86	O=C(NCC1OCCCN1S(=O)(=O)c1ccc(F)cc1)C(=O)NC1CCCCC1 (centres undefined)	0.0	-2.3	4.2	0.1
87	CC1CCCCN1CCNC(=O)c1ccc2c(c1)NC(=O)c1ccccc1N2 (centres undefined)	-0.1	10.9	0.1	0.1
88	CCOC(=O)c1c(-c2ccc(OC)cc2)oc2ccc(OC(=O)CCC3CCCC3)cc12	0.5	-6.9	-2.5	-0.1
89	CCCCCCNC(=O)C(=O)Nc1ccc(N(C)C)cc1	-0.5	4.9	11.5	0.0
90	C/C(CCc1ccc(O)cc1)=N/NC(N)=S	1.5	3.7	-6.2	-0.2

# Looked up by compound from the entries so far, 3 records:
cpd	structure	GPR151 ag	TEAD-YAP inh	MITF primary	FBW7 activator
27	CCCCC1CN(CCC(=O)N2CCC(N3CCOCC3)CC2)Cc2ccccc2O1 (centres undefined)	2.9	-5.9	8.5	0.1
89	CCCCCCNC(=O)C(=O)Nc1ccc(N(C)C)cc1	-0.5	4.9	11.5	0.0
50	FC(F)(F)c1ccc(-c2nnc3cccc(Cl)n23)cc1	0.2	7.0	4.9	0.0

# Going on with the list:
cpd	structure	GPR151 ag	TEAD-YAP inh	MITF primary	FBW7 activator
91	O=C(NCc1nnc(SCc2cccc3ccccc23)o1)c1ccccc1	2.1	29.4	6.6	-0.1
92	Cc1ccc2oc(-c3ccc(C)c(NC(=O)c4cccc5c(Br)cccc45)c3)nc2c1	1.1	6.5	-16.8	0.5
93	Cn1c(SCC(=O)NC2CCCCC2)nnc1-c1cc2ccccc2o1	1.1	-6.8	6.0	0.1
94	CCNc1ccc(C(=O)OCC)cc1[N+](=O)[O-]	-0.1	-37.7	23.3	-0.2
95	CCCCc1nnc(NC(=O)c2ccc(SC)cc2OC)s1	-1.9	-19.0	2.8	-0.2
96	O=C(c1cccnc1)N1CCN(S(=O)(=O)c2ccccc2[N+](=O)[O-])CC1	-0.3	-6.7	-24.4	-0.2
97	Cc1ccccc1Nc1nc(N)nc(COC(=O)c2ccc3c(c2)OCO3)n1	-1.4	-2.8	10.9	0.1

# Full records from above. Screens in order: GPR151 ag, TEAD-YAP inh, MITF primary, FBW7 activator
# `O=C(c1cccnc1)N1CCN(S(=O)(=O)c2ccccc2[N+](=O)[O-])CC1` is listed with -0.3, -6.7, -24.4, -0.2
# `CCCCc1nnc(NC(=O)c2ccc(SC)cc2OC)s1` is listed with -1.9, -19.0, 2.8, -0.2
